Bioassay records from PubChem.
miR-122 sensor: miR-122 Renilla sensor signal increase in Huh7, primary screen, miR-122 inhibitor project, cell-based, single point, plate reader; Huh7 miR-122 Renilla luciferase sensor, 48 h; neutral wells = 0, positive control = 100; activation (reporter increase), % at 12.5 µM; actives 0.3% (n = 340,000); AID 602342, 2012;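 active means mean replicate activation score at least 90 and every replicate individually at or above 90; inconclusive means only one of the two criteria met; inactive means neither criterion met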;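 further: higher luciferase means less miR-122 activity so hits act as miR-122 inhibitors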
CASP6 VEID inh: human caspase-6 inhibitors, primary screen, biochemical, VEID-R110 fluorescence, single point, set 2. actives 0.53% (n = 350,000). inhibition, % at 12.5 µM. P55212. purified caspase-6, Z-VEID-R110 cleavage fluorescence;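 active means mean inhibition across replicates at least about 35%, with every replicate also reaching that limit, limit read from the data; inconclusive means only one of the two criteria met; inactive means neither criterion met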;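 further: 0% = median of neutral control wells and 100% = no fluorescence left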
Target sequence (P55212 24-179 limits assumed): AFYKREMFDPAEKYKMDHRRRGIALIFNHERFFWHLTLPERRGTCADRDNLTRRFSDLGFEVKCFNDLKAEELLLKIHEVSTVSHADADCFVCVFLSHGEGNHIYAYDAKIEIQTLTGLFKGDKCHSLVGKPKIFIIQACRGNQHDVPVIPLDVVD
Target sequence (P55212 194-293 limits assumed): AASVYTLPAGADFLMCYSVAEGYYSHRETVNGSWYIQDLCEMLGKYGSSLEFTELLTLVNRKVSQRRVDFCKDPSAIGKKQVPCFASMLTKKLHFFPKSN
ERp5 block: inhibitors of ERp5-driven insulin aggregation, primary screen, biochemical, turbidity, absorbance 650 nm, single point | Protein disulfide-isomerase A6 (Homo sapiens), Q15084 | 90 min | inhibition, % at 9.99 µM | actives 0.05% (n = 350,000);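 active means mean replicate inhibition above about 25%, with every replicate also reaching it, limit read from the data, passing the limit was not always enough; inconclusive means only one of those two criteria met; inactive means neither criterion met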
Target sequence (Q15084 whole entry, looked up): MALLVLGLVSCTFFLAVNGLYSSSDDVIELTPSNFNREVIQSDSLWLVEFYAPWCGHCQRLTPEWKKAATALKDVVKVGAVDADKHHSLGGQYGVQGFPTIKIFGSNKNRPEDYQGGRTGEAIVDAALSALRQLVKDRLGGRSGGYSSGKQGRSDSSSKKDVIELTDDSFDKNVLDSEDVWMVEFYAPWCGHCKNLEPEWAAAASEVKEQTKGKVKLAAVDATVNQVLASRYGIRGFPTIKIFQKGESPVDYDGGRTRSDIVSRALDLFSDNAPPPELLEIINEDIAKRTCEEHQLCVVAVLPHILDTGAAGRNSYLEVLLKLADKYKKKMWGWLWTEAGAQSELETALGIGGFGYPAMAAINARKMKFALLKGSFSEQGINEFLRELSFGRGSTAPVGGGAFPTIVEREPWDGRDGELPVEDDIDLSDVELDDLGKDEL
SIRT5 block: SIRT5 desuccinylase inhibitors, primary screen, biochemical, fluorescence imaging, single point, set 5; AID 652115, 2013; Purified SirT5, succinyl-peptide AMC, trypsin-coupled fluorescence; actives 1.1% (n = 330,000); NAD-dependent protein deacylase sirtuin-5, mitochondrial (Homo sapiens), Q9NXA8; inhibition, % at 15 µM; in the data active means inhibition above about 15%; inconclusive means no clear call, values can overlap the other calls
Target sequence (Q9NXA8 whole entry, looked up): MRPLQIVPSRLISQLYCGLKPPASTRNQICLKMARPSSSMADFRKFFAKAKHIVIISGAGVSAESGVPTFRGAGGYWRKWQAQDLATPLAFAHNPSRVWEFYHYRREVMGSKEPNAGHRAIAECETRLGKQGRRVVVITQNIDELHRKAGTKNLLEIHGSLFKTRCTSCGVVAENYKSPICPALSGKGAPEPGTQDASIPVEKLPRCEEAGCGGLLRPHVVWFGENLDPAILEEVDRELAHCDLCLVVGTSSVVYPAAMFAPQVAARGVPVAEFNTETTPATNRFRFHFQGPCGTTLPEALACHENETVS
DENV2 CPE rescue: inhibitors of DENV2 cytopathic effect, primary screen, cell-based, plate reader, single concentration | AID 651640, 2012 | actives 1.7% (n = 350,000) | CPE inhibition, % at 9.99 µM | DENV2-infected cells, cytopathic effect rescue; in the data active means CPE inhibition above about 20%, passing the limit was not always enough; inconclusive means no clear call, values can overlap the other calls; tested in BHK-21 cells;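 further: 0% = median of neutral control wells and 100% = median of positive control wells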
F508del corr: F508del CFTR correction, initial screen, CFBE line, single point; CFBE cells, YFP halide quenching; stimulated with forskolin plus potentiator P3; % fluorescence drop versus neutral controls; activity (quench increase), % at 7.58 µM; actives 0.36% (n = 350,000); AID 720511, 2013;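 active means mean added fluorescence quench of at least 8% versus neutral control, with both replicates also reaching 8%; inconclusive means only one of the mean or replicate conditions met; inactive means mean below 8% and not both replicates reaching 8%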;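 further: cells transiently co-express mutant CFTR-F508del with the halide-sensitive YFP; corrector assay measuring rescue of mutant channel to the surface after 24 h compound exposure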
ERAP1 HTS inh: human ERAP1 aminopeptidase inhibitors, primary screen, biochemical, single point, plate reader; Endoplasmic reticulum aminopeptidase 1 (Homo sapiens), Q9NZ08; recombinant ERAP1, Leu-AMC fluorescence, 60 min; inhibition, % at 10.7 µM; actives 0.15% (n = 340,000); AID 652197, 2013;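 active means mean replicate inhibition of at least 30%, or all replicates individually reaching that 30% level; inactive means mean below 30% and not every replicate reaching it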;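 further: 0% = neutral control wells and 100% = L-leucinethiol positive control wells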
The depositor's hits bear a star; ? = inconclusive; · = no result given; & = joins results of further samples; ! = not confirmed by another sample; [ ] = dose if it differs, or a comment.

Below each compound – miR-122 sensor	SIRT5 block	F508del corr	ERp5 block	ERAP1 HTS inh	DENV2 CPE rescue	CASP6 VEID inh
COc1ccc(C(C(=O)NCCC(C)C)N(CCO)C(=O)c2snc(C(N)=O)c2N)cc1OC (stereo not given)
→ -4	-2	1.3	3	1	-2	2
COc1ccc(CCNC(=O)C2CCC(=O)N(C3CC3)C2)c(OC)c1 (stereo not given)
→ ·	-1	1.6	1	0	-1	-4
CCOC(=O)C1CCCN(C(=O)c2ccc3c(c2)C(C)(C)CCC3(C)C)CC1 (stereo not given)
→ 1	·	-2.2	-3	-1	-4	6
COc1ccc(C2CC(=O)C=C(NCc3ccc4c(c3)OCO4)C2)cc1 (stereo not given)
→ ·	-4	0.8	1	1	-1	1
O=c1[nH]c(CN2CCN(C/C=C/c3ccccc3)CC2)nc2ccccc12
→ ·	0	-0.3	-1	3	2	1
CC(C)(C)OC(=O)N1CCC[C@H]1c1nnc(SCc2ccccc2)o1
→ 1	0	7.1	2	·	-6	-1
O=C(COC(=O)c1n[nH]c2ccccc12)NCCc1ccccc1
→ 4	2	-0.4	12	-1	-3	-5
COc1ccc(-c2nn(-c3ccccc3)cc2C(=O)Nc2ccc(C(=O)O)cc2)cc1OC
→ -5	-1	-1.4	-6	0	4	0
O=c1oc(-c2ccc(Cl)cc2[N+](=O)[O-])nc2ccccc12
→ 9	-2	-4.9	4	-3	-3	-1
COc1cccc(CNC(=O)COC(=O)CNC(=O)c2ccc(-c3ccccc3)cc2)c1
→ ·	-2	-1.1	-4	3	-8	0
CN1CCCNc2nc3ccccc3nc21
→ -3	0	0.2	7	-8	10	0
C[C@H](NC(=O)[C@@H]1[C@@H](CO)[C@@H]2Cn3c(cccc3=O)[C@@H]2N1CCC(F)(F)F)c1ccccc1
→ -2[16.7 µM]	0	-3.4	-1	-1	-1	0
CCC(=O)Nc1cccc(NC(=O)c2cccc([N+](=O)[O-])c2)c1
→ 8	-5	-0.9	7	-3	-2	-3
Cc1nc2ccc(Cl)cc2c(-c2ccccc2)c1CC(=O)O
→ 5	14	-0.2	-3	5	6	4
O=S(=O)(NCCNS(=O)(=O)c1c(F)cccc1F)c1ccc2c(c1)OCCO2
→ ·	·	2.0	-7	0	3	1
COc1cccc(CN(C)C(=O)Nc2cccc(C(F)(F)F)c2)c1OC
→ -4	-3	·	3	3	-4	0
CCCCCN(C(=O)CCC(=O)OC(C)C(=O)c1ccc(CC)cc1)c1c(N)n(CCCC)c(=O)[nH]c1=O (stereo not given)
→ ·	1	-0.2	0	1	4	1
COc1cccc(NC(=O)N(C)C[C@H]2Oc3ncc(C#Cc4ccncc4)cc3C(=O)N([C@@H](C)CO)C[C@@H]2C)c1
→ -10[16.7 µM]	4	2.5	-1	1	4	-3
O=C(c1ccc(F)cc1)N1C[C@H]2[C@@H](c3ccccc31)[C@H](CO)N2C(=O)c1ccc(F)cc1
→ -12[16.7 µM]	6	3.3	3	1	18	2
CCOC(=O)C(NC(=O)c1ccccc1)C(C)(C)SCc1ccccc1 (stereo not given)
→ -1	-6	7.0	-1	3	1	1

Below each compound – miR-122 sensor	SIRT5 block	F508del corr	ERp5 block	ERAP1 HTS inh	DENV2 CPE rescue	CASP6 VEID inh
CC(C)(C)c1ccc(OCc2nnc(SCC(N)=O)n2N)cc1
→ ·	-2	1.9	-3	-1	3	1
CCCNC(=O)N1[C@@H](CO)[C@H](c2ccccc2)[C@@H]1CNC(=O)c1ccccc1
→ -12[16.7 µM]	1	2.9	0	0	6	0
CCOC(=O)C1CCCN(c2c(NCCc3ccc(S(N)(=O)=O)cc3)c(=O)c2=O)C1 (stereo not given)
→ 2	0	1.2	-5	2	?	3
COCc1cc(C)nc(SCC(=O)Nc2cc(C(F)(F)F)ccc2N2CCOCC2)c1C#N
→ -2	-2	-0.1	-5	1	·	-3
CCCCN(C)C(=S)Nc1ccc2nc3n(c(=O)c2c1)CCCCC3
→ ·	0	-1.8	6	-7	11	0
OC[C@@H]1CN(Cc2ccc3c(c2)OCO3)C[C@H](n2cnc3c(N4CCOCC4)ncnc32)O1
→ -1	·	-0.5	5	1	-1	1
CN1C2CCC1CC(NS(=O)(=O)c1cccc(C(F)(F)F)c1)C2 (stereo not given)
→ -1	-3	1.5	-5	-2	19	3
Cc1cccc(-c2c(NC(=O)c3ccco3)oc3c(C)cccc3c2=O)c1
→ ·	3	-0.4	4	-1	-6	5
CC(=O)NCCc1ccc(C(=O)COC(=O)c2cc(C)oc2C)cc1
→ ·	-2	-0.3	0	0	-9	0
COc1cccc(CNC(=O)C[C@@H]2CC[C@H](NC(=O)C3CCOCC3)[C@H](CO)O2)c1
→ ·	-3	-0.3	-1	0	-2	4
C[C@H](CO)N1C[C@H](C)[C@@H](CN(C)C(=O)NC2CCCCC2)Oc2c(NC(=O)Cc3ccccc3)cccc2C1=O
→ 44	·	0.8	-6	-1	·	-2
CO[C@@H]1CN(C)C(=O)c2ccc(NS(=O)(=O)c3ccc(C)cc3)cc2OC[C@@H](C)N(C)C[C@@H]1C
→ 4[16.7 µM]	2	·	0	1	7	1
O=C(NN=Cc1ccccc1Cl)c1ccc([N+](=O)[O-])cc1
→ ·	3	-1.8	1	1	8	0
C[C@@H]1CCCCO[C@@H](CN(C)C(=O)Nc2ccc3c(c2)OCO3)[C@@H](C)CN([C@H](C)CO)C(=O)c2cc(NC(=O)c3ccccc3)ccc2O1
→ 9[16.7 µM]	-4	0.8	4	-1	20*	-2
Cn1c(=O)[nH]c(=O)c2c1nc1n2CCS1
→ ·	3	-3.5	-8	-4	-4	10
C[C@@H]1CN([C@H](C)CO)C(=O)CCCn2nncc2CO[C@H]1CN(C)Cc1ccc(Oc2ccccc2)cc1
→ -7	-3&1	2.8&1.3&1.0	3&-5	-3&2	1&1	-3&-3
Cc1ccc(OCc2cc(C(=O)NCC3COCCO3)no2)cc1C (stereo not given)
→ -7	1	2.6	-1	6	1	-3
COc1ccccc1C1C2=C(CCCC2=O)N(CC(=O)O)C2=C1C(=O)CCC2
→ 0	-3	1.9	-3	10	4	2
COC(=O)c1cn(NC(=O)Cc2ccccc2Br)c(=O)c2ccccc12
→ ·	-3	-0.1	2	2	7	2
C[C@@H]1CN([C@H](C)CO)C(=O)c2cccc(NC(=O)CCCCCC(=O)Nc3ccccc3N)c2O[C@@H]1CN(C)Cc1ccc(C(F)(F)F)cc1
→ ·	·	0.6	-3	2	-3	-3

Below each compound – miR-122 sensor	SIRT5 block	F508del corr	ERp5 block	ERAP1 HTS inh	DENV2 CPE rescue	CASP6 VEID inh
O=C(NC1CCCCC1)C(c1cccc2ccccc12)n1c(=O)c(-c2cc3ccccc3[nH]2)nc2ccccc21 (stereo not given)
→ ·	-3	-0.1	-2	·	0	-1
CC1CCC(NC(=O)C2CCN(S(=O)(=O)c3cccc4nonc34)CC2)CC1 (stereo not given)
→ ·	0	-1.8	-2	2	-4	2
O=C(CCNC(=O)c1ccc(Cl)cc1)Nc1ccccc1Cl
→ -3	2	2.0	-5	-3	?	-2
COC(=O)c1cc(-c2ccc(C)cc2)n[nH]1
→ ·	-4	-2.2	-1	2	0	0
CC(CNC(=O)CCC(=O)N1CCOc2ccccc21)c1ccccc1 (stereo not given)
→ 7	6	0.2	6	5	6	0
CC(=O)Nc1cc2c(cc1[N+](=O)[O-])-c1ccc(F)cc1C2
→ ·	4	-3.0	-5	3	-7	-4
CCc1nc2ccc(C(=O)N(CC)CCN(C)C)cn2c1N(C)Cc1ccc(OC)cc1
→ -10	0	-2.5	2	-1	-10	-2
C[C@@H]1CCCCO[C@H](CN(C)Cc2ccc(C(F)(F)F)cc2)[C@@H](C)CN([C@@H](C)CO)C(=O)c2cc(NC(=O)CCC(F)(F)F)ccc2O1
→ 2[16.7 µM]	3	-0.8	3	-2	21*	1
Cc1cccc(C)c1NC(=O)CN(C)C(=O)c1ccc(OCc2ccccc2)cc1
→ -5	-3	·	3	-9	3	-1
COc1ccccc1C#Cc1cnc2c(c1)C(=O)N([C@@H](C)CO)C[C@H](C)[C@@H](CN(C)C(=O)CN(C)C)O2
→ 1[16.7 µM]	2	0.6	-1	1	12	-2
Cn1c(CCC(=O)Nc2ccccc2F)nnc1SCC(=O)Nc1ccccc1Cl
→ 2	-2	2.1	2	-2	1	2
COC(=O)[C@]12C[C@H](CC(=O)N3CCCC3)C(=O)N(Cc3ccc4c(c3)OCO4)C1=C[C@H](COCc1ccccc1)O[C@@H]2C
→ ·	·	-0.4	-1	-2	0	1
CC=Cc1ccc2n(c1=O)C[C@@H]1[C@@H](CO)[C@H](C(=O)NCCCN(C)C)[C@H]2N1Cc1nccs1 (mixture of isomers)
→ ·	-30	-2.1	1	3	4	0
COc1ccccc1NC(=S)NCc1ccc(Cl)cc1
→ 10	-3	-3.1	3	-4	-7	0
OC(C#CCN1CCCCC1)(c1ccccc1)c1ccccc1
→ 1	-2	-1.7	-1	-3	-8	-1
O=C(NCc1nc2ccccc2[nH]1)C1=C[C@H](C2CCCCC2)C[C@H](OCc2ccc(CO)cc2)O1
→ -9	7	-4.1&2.9	-1&-3	-4&0	21*!	4&-3
CO[C@@H]1CN(C)C(=O)c2ccc(NC(C)=O)cc2OC[C@@H](C)N(C(=O)C2CC2)C[C@H]1C
→ ·	·	-1.1	-1	-1	-6	-2
CC(=O)c1cccc(NC(=O)NCc2cccnc2)c1
→ -4	1	0.9	-2	-4	5	-4
Oc1cccc2cc(-c3ccncc3)cnc12
→ -6	-1	1.8	2	4	4	30
C[C@H](O)C#Cc1ccc([C@H]2[C@@H](CO)N3CCCCN(S(=O)(=O)Cc4ccccc4)C[C@@H]23)cc1
→ 7[16.7 µM]	2	-0.6	-2	3	-1	0
Cc1ccc(NC(=O)CSCc2cc(=O)n3cc(C)sc3n2)c(C)c1
→ -10	-2	2.0	-14	1	-1	0
CCN(CC)Cc1c[nH]c2c(C(=O)OC)cccc12
→ 3	-3	-2.6	-4	3	-4	-3

Entries above shown as hits in DENV2 CPE rescue.
Below each compound – miR-122 sensor	SIRT5 block	F508del corr	ERp5 block	ERAP1 HTS inh	DENV2 CPE rescue	CASP6 VEID inh
C[C@@H]1CCCCO[C@@H](CN(C)C(=O)Nc2ccc3c(c2)OCO3)[C@@H](C)CN([C@H](C)CO)C(=O)c2cc(NC(=O)c3ccccc3)ccc2O1
→ 9[16.7 µM]	-4	0.8	4	-1	20*	-2
C[C@@H]1CCCCO[C@H](CN(C)Cc2ccc(C(F)(F)F)cc2)[C@@H](C)CN([C@@H](C)CO)C(=O)c2cc(NC(=O)CCC(F)(F)F)ccc2O1
→ 2[16.7 µM]	3	-0.8	3	-2	21*	1
O=C(NCc1nc2ccccc2[nH]1)C1=C[C@H](C2CCCCC2)C[C@H](OCc2ccc(CO)cc2)O1
→ -9	7	-4.1&2.9	-1&-3	-4&0	21*!	4&-3
